Source: PubChem BioAssay (Center for Chemical Genomics, University of Michigan)
Dicer inh: human Dicer pre-microRNA cleavage inhibition; 47,000 tested, 6% active; cat-ELCCA pre-miR-21 Dicer processing, chemiluminescence; hits give high values; Q9UPY3; z-score at 25 µM; in the data active = z-score above about 3, passing the limit was not always enough;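 note: plate controls were vehicle for no effect and no enzyme for full effect; higher signal means more uncleaved substrate so more Dicer inhibition; strong numbers were not always called active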
Target sequence (Q9UPY3 whole entry, looked up): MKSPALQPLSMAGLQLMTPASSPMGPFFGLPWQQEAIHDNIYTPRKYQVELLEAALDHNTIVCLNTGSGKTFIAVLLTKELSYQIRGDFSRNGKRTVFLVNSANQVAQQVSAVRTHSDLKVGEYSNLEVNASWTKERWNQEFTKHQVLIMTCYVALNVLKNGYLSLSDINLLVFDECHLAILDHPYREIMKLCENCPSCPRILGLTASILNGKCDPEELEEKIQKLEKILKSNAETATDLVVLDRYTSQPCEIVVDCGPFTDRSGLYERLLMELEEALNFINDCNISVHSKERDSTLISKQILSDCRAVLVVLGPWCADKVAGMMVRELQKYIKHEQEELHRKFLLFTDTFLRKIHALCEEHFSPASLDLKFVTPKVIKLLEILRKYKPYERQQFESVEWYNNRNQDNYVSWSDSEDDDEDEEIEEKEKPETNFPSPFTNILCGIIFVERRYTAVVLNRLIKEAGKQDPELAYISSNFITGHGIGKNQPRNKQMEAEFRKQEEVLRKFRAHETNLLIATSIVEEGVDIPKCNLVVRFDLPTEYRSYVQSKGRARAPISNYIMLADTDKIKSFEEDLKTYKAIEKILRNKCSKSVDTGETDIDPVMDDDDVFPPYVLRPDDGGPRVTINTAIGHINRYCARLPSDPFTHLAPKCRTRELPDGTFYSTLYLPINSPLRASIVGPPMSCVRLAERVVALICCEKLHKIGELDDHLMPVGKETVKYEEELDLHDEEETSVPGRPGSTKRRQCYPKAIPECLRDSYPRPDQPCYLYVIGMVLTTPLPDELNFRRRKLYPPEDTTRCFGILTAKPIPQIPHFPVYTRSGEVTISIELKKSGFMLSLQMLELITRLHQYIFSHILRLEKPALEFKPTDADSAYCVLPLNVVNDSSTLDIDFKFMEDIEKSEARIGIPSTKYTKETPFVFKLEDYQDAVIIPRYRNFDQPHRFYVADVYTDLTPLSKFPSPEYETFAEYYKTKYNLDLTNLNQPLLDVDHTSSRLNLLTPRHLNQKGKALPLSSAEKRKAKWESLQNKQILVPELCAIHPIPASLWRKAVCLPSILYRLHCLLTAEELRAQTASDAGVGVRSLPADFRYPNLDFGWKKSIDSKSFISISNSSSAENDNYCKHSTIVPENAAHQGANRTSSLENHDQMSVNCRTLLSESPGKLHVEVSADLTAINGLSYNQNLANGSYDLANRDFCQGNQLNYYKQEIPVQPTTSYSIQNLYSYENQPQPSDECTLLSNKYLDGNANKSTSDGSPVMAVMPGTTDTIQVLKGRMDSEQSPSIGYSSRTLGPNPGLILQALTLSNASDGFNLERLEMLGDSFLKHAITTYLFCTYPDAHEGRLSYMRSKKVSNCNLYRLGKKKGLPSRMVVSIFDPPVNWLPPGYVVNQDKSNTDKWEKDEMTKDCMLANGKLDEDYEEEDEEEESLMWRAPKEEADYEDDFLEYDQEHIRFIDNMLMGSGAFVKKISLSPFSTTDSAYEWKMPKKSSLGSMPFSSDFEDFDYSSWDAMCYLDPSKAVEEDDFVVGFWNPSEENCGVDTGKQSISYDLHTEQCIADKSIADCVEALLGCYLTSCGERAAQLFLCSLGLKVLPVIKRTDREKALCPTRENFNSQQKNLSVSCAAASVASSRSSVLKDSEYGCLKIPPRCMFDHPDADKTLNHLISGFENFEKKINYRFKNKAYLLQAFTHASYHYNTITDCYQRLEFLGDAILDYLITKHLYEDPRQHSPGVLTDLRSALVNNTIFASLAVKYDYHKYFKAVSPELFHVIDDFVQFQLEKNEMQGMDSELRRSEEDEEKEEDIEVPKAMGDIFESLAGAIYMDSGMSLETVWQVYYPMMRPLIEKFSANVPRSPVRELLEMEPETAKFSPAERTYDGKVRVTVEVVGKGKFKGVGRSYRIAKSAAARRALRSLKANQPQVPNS
* = called active by the depositor. These rows are one share of the data. The share of hits here may be higher or lower than overall.

For CCOC(=O)c1cnc2ccc(Br)cc2c1NCC(C)O (stereo not given) the results were Dicer inh 2.
For CCN(CC)S(=O)(=O)c1cc(-c2nnc(-c3ccc(Br)cc3)o2)ccc1Cl the results were Dicer inh -0.52.
Screening O=c1cc(O)c2sc3nc(-c4cccs4)cc(C(F)(F)F)c3c2[nH]1 returned Dicer inh -0.76.
CCOC(=O)CSc1nnc(-c2ccccc2)c(=O)[nH]1 was read as Dicer inh 0.85.
`COc1ccccc1C1CCN(S(=O)(=O)c2ccc(Oc3c(Cl)cccc3[N+](=O)[O-])cc2)CC1` gave Dicer inh 1.5.
`Cc1c(C(=O)O)sc(=S)n1-c1ccc(Cl)cc1` gave Dicer inh -0.86.
`Cc1nc2nc(C(F)(F)F)[nH]n2c(=O)c1Cc1ccccc1` gave Dicer inh -0.34.
Cc1c(-c2ccccc2)nnn1-c1cccc(Cl)c1C#N was read as Dicer inh 0.79.
C=CCNC(=S)/N=C(\N)N1CCOCC1 was read as Dicer inh -0.33.
`S=c1[nH]c(=S)c2cnn(-c3ccccc3)c2[nH]1` gave Dicer inh 2.8.
For COC(=O)c1cccc(CSc2nnc(C(F)(F)F)n2C)c1 the results were Dicer inh 1.6.
For Cc1[nH]c2ccccc2c1C(=O)CN1CCOCC1 the results were Dicer inh 2.
Screening CN(C)c1ccc(-n2nnnc2SC(c2ccccc2)c2ccccc2)cc1 returned Dicer inh 0.66.
CCOC(=O)Cc1nnc2c3ccccc3n(C)c2n1 was read as Dicer inh 0.16.
Cn1nc(-c2cccc(C3OCCO3)c2)c(=O)n(C)c1=S was read as Dicer inh -1.
O=c1[nH]c2ccc(Cl)cc2n1-c1ccncc1 was read as Dicer inh -0.23.
For COC(=O)c1sc(SC)c(S(=O)(=O)c2ccc(Cl)cc2)c1C the results were Dicer inh -1.1.
For COc1ccc(OC)c(NC(=O)CSc2nccn2C)c1 the results were Dicer inh -1.3.
`Cc1nn(C)c2ncc(NC(=O)Nc3ccc(C(F)(F)F)cc3)c(Cl)c12` gave Dicer inh -2.
`CCOC(=O)N[C@@H](Cc1ccccc1)C(=O)O` gave Dicer inh 2.2.
CNC(=O)NNC(=O)c1onc(-c2c(Cl)cccc2Cl)c1C(=O)OC was read as Dicer inh 0.26.
Cc1cccc(NC(=O)c2snnc2C)c1C(=O)O was read as Dicer inh 0.58.
CCOc1ccc(C2Nc3c(C)cccc3-c3cc(C)nn32)cc1 (stereo not given) was read as Dicer inh 1.2.
`Cn1c(=O)c2c(ncn2CC(=O)NCCN2CCOCC2)n(C)c1=O` gave Dicer inh -0.37.
COc1ccc(OC)c(CN2CCN(C3CCC(C)CC3)CC2)c1 (stereo not given) was read as Dicer inh 5.8.
`CCCCn1c(=O)c(C)c(C)c2ccccc21` gave Dicer inh -1.3.
For CCOC(=O)c1cnc(NNC(=O)c2ccc(Cl)cc2Cl)nc1C(F)(F)F the results were Dicer inh 5.8.
For CCn1c(SCC(=O)c2ccccc2)nnc1-c1cccc(Cl)c1 the results were Dicer inh -0.95.
For Cc1cc(=O)n(-c2ccc(O)cc2)[nH]1 the results were Dicer inh -7.2.
For CCOC(=O)c1sc(N2C(=O)c3oc4ccccc4c(=O)c3C2c2ccc(N(C)C)cc2)nc1C (stereo not given) the results were Dicer inh -0.2.

As a short view, some entries already given:
For CCOC(=O)c1cnc2ccc(Br)cc2c1NCC(C)O (stereo not given) the results were Dicer inh 2.
For CCN(CC)S(=O)(=O)c1cc(-c2nnc(-c3ccc(Br)cc3)o2)ccc1Cl the results were Dicer inh -0.52.
Screening O=c1cc(O)c2sc3nc(-c4cccs4)cc(C(F)(F)F)c3c2[nH]1 returned Dicer inh -0.76.
CCOC(=O)CSc1nnc(-c2ccccc2)c(=O)[nH]1 was read as Dicer inh 0.85.
`COc1ccccc1C1CCN(S(=O)(=O)c2ccc(Oc3c(Cl)cccc3[N+](=O)[O-])cc2)CC1` gave Dicer inh 1.5.
`Cc1c(C(=O)O)sc(=S)n1-c1ccc(Cl)cc1` gave Dicer inh -0.86.

The listing continues.
Screening O=S(=O)(c1ccc(-c2oc3cc(S(=O)(=O)N4CCCCC4)ccc3c2Cl)cc1)N1CCCCC1 returned Dicer inh 2.
`COCc1[nH]nc2c1C(c1cccc(Br)c1)C(C#N)=C(N)O2` (stereo not given) gave Dicer inh -2.6.
For CCOC(=O)c1c(NC(=O)CN(CC)CC)sc2c1CCN(C(=O)OCC)C2 the results were Dicer inh -1.9.
`O=C(O)c1cc(Cl)c(Cl)cc1C(=O)O` gave Dicer inh -0.24.
For CCOC(=O)CSc1nc(SCC(=O)OCC)c2c3c([nH]c2n1)CCCC3 the results were Dicer inh 2.7.
For COc1ccc2nc(SCCO)nc(C)c2c1 the results were Dicer inh -0.7.
`Cc1ccc(C(=O)O)cc1-n1c(C)ccc1C` gave Dicer inh 0.45.
For Cc1ccc2c(c1)CCCN2C(=O)c1c(-c2c(Cl)cccc2Cl)noc1C the results were Dicer inh -3.3.
CC1CCC(C(C)C)C(N(Cc2ccccc2)C(=O)c2cccs2)C1 (stereo not given) was read as Dicer inh -1.3.
Cn1c(-c2ccc(F)cc2)cnc1NCc1ccccc1Cl was read as Dicer inh 2.1.
Screening c1ccc(OCCOc2ccccn2)nc1 returned Dicer inh 1.8.
For Cc1nn(S(=O)(=O)c2ccccc2)c(C)c1Sc1ccccc1 the results were Dicer inh -0.47.
For Cc1cc(C(=O)c2cc3cc(Cl)ccc3o2)ccc1Cl the results were Dicer inh -0.47.
CC(C)(C)c1cc(NC(=O)C2COc3ccccc3O2)n[nH]1 (stereo not given) was read as Dicer inh -0.59.
O=c1cc(-c2ccccc2)nc2cc(-c3cccs3)[nH]n12 was read as Dicer inh 3.1*.
For O=C(Nc1ccc(F)cc1F)c1c(C(F)(F)F)ccnc1Oc1ccc(Cl)cc1 the results were Dicer inh 0.83.
Screening CC(=O)N(C(C)=O)N(C)c1nc(-c2ccccc2)ns1 returned Dicer inh -0.41.
For O=[N+]([O-])c1cccc(N=C2c3ccccc3CN2c2cccc([N+](=O)[O-])c2)c1 the results were Dicer inh -0.05.
CCCCCn1c(C)c2c(OCC)cccc(=O)c2c1C was read as Dicer inh 0.86.
Screening CCOc1ccc(OCC)c(S(=O)(=O)NCc2ccccn2)c1 returned Dicer inh 0.28.
Cc1nnc(SCC(=O)Nc2ccc3c(c2)OCO3)s1 was read as Dicer inh -0.28.
`CCN(CC)CCSc1nc2ccc(OC)cc2[nH]1` gave Dicer inh 0.73.
For CCC1CSC(Nc2ccc(OC)cc2)=N1 (stereo not given) the results were Dicer inh 0.75.
`OCCc1c[nH]c2ccc(OCc3ccccc3)cc12` gave Dicer inh -0.09.
Screening COC(=O)c1cc(NS(=O)(=O)c2ccc(C)c3ccccc23)ccc1N1CCOCC1 returned Dicer inh 0.72.
CCOCCOC(=O)c1cccc2c1-c1ccccc1C2=O was read as Dicer inh 1.7.
Screening CN1CCN(c2ncc3c(=S)[nH]c(=S)[nH]c3n2)CC1 returned Dicer inh -0.41.
Cn1c(=O)c2c(nc(SCC(=O)NC(c3ccccc3)c3ccccc3)n2C)n(C)c1=O was read as Dicer inh -0.52.
`Cc1nn(C)c(N/N=C/c2cc(Br)cs2)c1[N+](=O)[O-]` gave Dicer inh 0.7.
Screening Fc1ccccc1Nc1ncnc2sc3c(c12)CCCC3 returned Dicer inh -0.77.
`Cc1ccc(C2/C(=C(\O)c3ccc(Br)cc3)C(=O)C(=O)N2CCCN(C)C)cc1` (stereo not given) gave Dicer inh 2.7.
Screening Brc1cccc(CNCc2ccc3c(c2)OCO3)c1 returned Dicer inh -0.08.
`C=C(C)Cn1c(SCCC(=O)OC)nc2sc3c(c2c1=O)CC(C)(C)OC3` gave Dicer inh 1.2.
`CCOC(=O)NNC(=S)Nc1ccccc1C(F)(F)F` gave Dicer inh -0.23.
COC(=O)C(C(=O)OC)=C(SC)SC was read as Dicer inh -1.2.
`O=S(=O)(NN1CCOCC1)c1cc(S(=O)(=O)c2ccccc2)cs1` gave Dicer inh -1.8.
Screening O=[N+]([O-])c1ccc(C2Nc3ccccc3O2)s1 (stereo not given) returned Dicer inh 0.2.
For COc1cccc(C(O)c2nccn2C)c1OC (stereo not given) the results were Dicer inh 3.1.
COc1ccc(C2C(C(=O)c3ccco3)=C(O)C(=O)N2c2nnc(C)s2)cc1OC (stereo not given) was read as Dicer inh 0.56.
CCCc1ncc(C(O)(c2ccccc2)c2ccccc2)n1C was read as Dicer inh -0.42.
CCOC(=O)/C(C#N)=C/N1CCC(C(c2ccccc2)c2ccccc2)CC1 was read as Dicer inh -0.16.
For CC(C)c1nn(-c2cc(C(F)(F)F)ccn2)c(=O)o1 the results were Dicer inh -1.8.
COC(=O)C1C2C=CC3(CN(Cc4ccccc4)C(=O)C13)O2 (stereo not given) was read as Dicer inh 1.7.
Screening Cc1onc(-c2ccccc2)c1NC(=O)Nc1ccc(-n2ccc(C(F)(F)F)n2)cc1 returned Dicer inh -0.66.
For Fc1cccc(OCc2ccc(Cl)cc2)c1OCc1ccc(Cl)cc1 the results were Dicer inh -2.
`CCOC(=O)c1cnc2cc(-c3cccs3)[nH]n2c1=O` gave Dicer inh -0.38.
Screening Cc1ccc(S(=O)(=O)Oc2c(-c3ccccc3)c(=O)n(C)c3ccccc23)cc1 returned Dicer inh -1.1.
For Cn1nccc1NC(=O)c1nccnc1C(=O)O the results were Dicer inh -0.01.
For Cc1nnc(SCc2cc(=O)n3c(nc4ccccc43)[nH]2)s1 the results were Dicer inh -1.9.
Screening CN(C)/C=C/C(=O)c1ccc(-c2cc(C(F)(F)F)cc(C(F)(F)F)c2)o1 returned Dicer inh -0.92.
COc1ccc(Cc2n[nH]c(=O)o2)cc1OC was read as Dicer inh -0.67.
For C=CCN1C(=O)C(O)(CC(=O)c2ccc(C)cc2C)c2ccccc21 (stereo not given) the results were Dicer inh -1.
CCOc1ccc(S(=O)(=O)N(C(=O)C(C)C)c2ccc3oc(=O)sc3c2)cc1 was read as Dicer inh 3.1*.
Screening Cc1nn(C)cc1NC(=O)Nc1ccc(F)cc1 returned Dicer inh -0.33.
For CN(C)c1ccsc1C(=O)NNS(=O)(=O)c1ccc(Cl)cc1 the results were Dicer inh 0.46.
Screening CCOCCSc1nc(N)c2c3c(sc2n1)COC(C)(C)C3 returned Dicer inh -1.1.
For O=c1ccnc(SCc2ccc(Br)cc2)[nH]1 the results were Dicer inh 2.4.
For C#CCOc1nc2c(c(=O)n(C)c(=O)n2C)n1Cc1ccccc1 the results were Dicer inh 0.67.
COc1ccc(NS(=O)(=O)c2ccc(NS(=O)(=O)c3ccccc3)cc2)nn1 was read as Dicer inh -0.12.
`S=c1[nH]nc(-c2cccs2)n1C1CCCCC1` gave Dicer inh 0.73.
Cc1cc(C)c2c(c1)-c1cc(C)nn1C(c1ccc(O)c(O)c1)N2 (stereo not given) was read as Dicer inh 8.6*.
`CC1=C(C(=O)OC2CCCC2)C(c2cccc3ccccc23)C2=C(CCCC2=O)N1` (stereo not given) gave Dicer inh -0.67.
Screening O=C(Oc1cccc2cccnc12)c1ccco1 returned Dicer inh -2.4.
Screening COC(=O)CNC(=O)CS(=O)(=O)C(C)C returned Dicer inh -0.88.
Screening CSc1nnc(-c2csc(S(=O)(=O)Nc3cccc(C(F)(F)F)c3)c2)n1C returned Dicer inh 2.3.
For O=C(NCc1c(Cl)cccc1Sc1ccc(Cl)cc1)Nc1ccccc1 the results were Dicer inh 1.1.
C/C(=N\NC(=O)/C=C/C(=O)O)c1ccc([N+](=O)[O-])cc1 was read as Dicer inh 0.71.
For O=c1c2c(-c3ccc(Cl)cc3)csc2nc2c3ccccc3c(N3CCN(CCO)CC3)nn12 the results were Dicer inh -0.37.
Screening N/C(CSc1ccc(Cl)cc1)=N\S(=O)(=O)c1ccc(F)c(Cl)c1 returned Dicer inh -0.04.
For COC(=O)c1sccc1N/C=C(\C#N)S(=O)(=O)c1cccs1 the results were Dicer inh 19*.
`COc1ccc2c(c1)[C@@H]1C=CC[C@@H]1[C@H](c1ccc(C(=O)O)cc1)N2` gave Dicer inh 4.2*.
Screening Cc1ccc(Cn2c(OCCN(C)C)nc3c2c(=O)n(C)c(=O)n3C)cc1 returned Dicer inh -0.65.
Screening Cc1ccc2c(c1)-n1c(nn(Cc3ccccc3)c1=O)CO2 returned Dicer inh 0.71.
For Cc1ccc(/C(O)=C2/C(=O)C(=O)N(CC3CCCO3)C23C(=O)N(C)c2ccccc23)cc1F (stereo not given) the results were Dicer inh -0.5.
`O=C1Sc2ccc(S(=O)(=O)Nc3ccc(F)cc3)c3cccc1c23` gave Dicer inh 3.5*.
Screening Cc1c(Cc2c(F)cccc2Cl)c(=O)oc2cc(OC(=O)c3ccccc3Cl)ccc12 returned Dicer inh -0.2.
O=S(=O)(c1ccc(Cl)c(Cl)c1)N1CCSCC1 was read as Dicer inh 1.5.
For COC(=O)c1csc2c(C(F)(F)F)cc(=O)[nH]c12 the results were Dicer inh 0.3.
Screening Cc1ccc(-c2nnc3c4ccccc4c(C)nn23)cc1S(=O)(=O)N(C)C1CCCCC1 returned Dicer inh 0.96.
For CC1C(C#N)=C(SCC(=O)Nc2ccc(Br)cc2)NC2=C1C(=O)CC(C)(C)C2 (stereo not given) the results were Dicer inh -3.5.
`CCOC(=O)c1cc2ccc3ccccc3c2s1` gave Dicer inh 1.5.
CCCCN(CCCC)CCCn1cnc2ncccc2c1=O was read as Dicer inh -0.25.
`Cc1cc(Sc2ccccn2)nc(N)n1` gave Dicer inh -4.2.
Screening CCOc1cccc(C2Nc3c(C)cccc3-c3cc(C)nn32)c1O (stereo not given) returned Dicer inh 2.7.
Cc1nnc2c(Oc3cccc4ccccc34)nc3ccccc3n12 was read as Dicer inh -1.1.
Nc1c(C(=O)O)sc2nc(-c3ccccc3)cc(C(F)(F)F)c12 was read as Dicer inh 0.04.
Screening O=C1N=C(c2ccccc2)C(C(=O)Nc2ccc(Br)cc2)=C1O returned Dicer inh 0.58.
`O=C1CC(C(=O)Nc2ccc3c(c2)OCO3)n2ncnc2N1` (stereo not given) gave Dicer inh -1.1.

3 entries drawn at random from those above, as already listed:
CC1CCC(C(C)C)C(N(Cc2ccccc2)C(=O)c2cccs2)C1 (stereo not given) was read as Dicer inh -1.3.
For COC(=O)c1csc2c(C(F)(F)F)cc(=O)[nH]c12 the results were Dicer inh 0.3.
Cc1nnc2c(Oc3cccc4ccccc34)nc3ccccc3n12 was read as Dicer inh -1.1.
